Screens: PubChem, several laboratories
TcdB inh: blocks C. difficile toxin B glycohydrolase activity; inhibition, % at 9.99 µM; TcdB glycohydrolase enzymatic assay, plate reader; 350,000 tested, 0.24% active; P18177; in the data active means inhibition above about 10%
FadD28 FP inh: inhibitors of Mycobacterium tuberculosis FadD28 bisubstrate binding | inhibition, % at 12.5 µM | 360,000 tested, 0.22% active | FadD28 bisubstrate probe binding, fluorescence polarization; in the data active means inhibition above about 8.5%, passing the limit was not always enough
GDH-TPI counter: counter-screen for M. tuberculosis FBA inhibitors: GDH-TPI coupled enzymes; GDH-TPI coupled enzyme counterscreen, NADH absorbance; 360,000 tested, 1.2% active; inhibition, % at 4.8 µM; AID 588335; in the data active means inhibition above about 30%;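 further: 0% = DMSO wells and 100% = wells lacking the enzyme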
Yp Topo-I inh: Y. pestis Topo-I inhibition via cleavage products; Y. pestis Topo-I cleavage product accumulation, plate reader; activity, % at 10 µM; 360,000 tested, 0.064% active; in the data active means activity above about 50%, passing the limit was not always enough; further: inactives centre near 2
PfHsp40 rescue: rescue of PfHsp40-mediated yeast toxicity; AID 504582; S. cerevisiae expressing PfHsp40, growth rescue, ATP luminescence; growth rescue, % at 12.5 µM; 340,000 tested, 0.68% active; in the data active means growth rescue above about 28%, passing the limit was not always enough;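 further: yeast W303a lacking pdr1 and pdr3 grown in galactose medium; growth measured after three days at 30 °C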
FBA Mtb inh: Mtb fructose-bisphosphate aldolase inhibition. P9WQA3. AID 588726. 360,000 tested, 2.3% active. purified M. tuberculosis FBA, fluorescence read-out. inhibition, % at 1 µM; in the data active means inhibition above about 27%;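 further: 0% = vehicle and 100% = reference inhibitor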
Target sequence (P9WQA3 whole entry, looked up): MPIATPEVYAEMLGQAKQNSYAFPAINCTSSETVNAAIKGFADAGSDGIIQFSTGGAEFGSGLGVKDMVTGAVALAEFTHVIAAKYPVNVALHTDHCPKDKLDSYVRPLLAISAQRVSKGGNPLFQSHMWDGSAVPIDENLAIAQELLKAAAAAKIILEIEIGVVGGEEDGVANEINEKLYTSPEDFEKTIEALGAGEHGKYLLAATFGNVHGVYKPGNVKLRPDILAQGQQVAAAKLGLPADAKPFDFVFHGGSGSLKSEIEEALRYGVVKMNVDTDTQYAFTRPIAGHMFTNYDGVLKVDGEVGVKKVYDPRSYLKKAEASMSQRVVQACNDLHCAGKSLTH
BioA inh: inhibitors of Mycobacterium tuberculosis BioA enzyme; purified M. tuberculosis BioA enzyme, plate reader; inhibition, % at 9.99 µM; 360,000 tested, 0.096% active; AID 602481; in the data active means inhibition above about 40%
Mtb UGM inh: blocks M. tuberculosis UGM enzyme | purified UGM, fluorescence polarization probe displacement | 320,000 tested, 0.06% active | inhibition, % at 10 µM; in the data active means inhibition above about 10%, passing the limit was not always enough
Target sequence (P9WIQ1 whole entry, looked up): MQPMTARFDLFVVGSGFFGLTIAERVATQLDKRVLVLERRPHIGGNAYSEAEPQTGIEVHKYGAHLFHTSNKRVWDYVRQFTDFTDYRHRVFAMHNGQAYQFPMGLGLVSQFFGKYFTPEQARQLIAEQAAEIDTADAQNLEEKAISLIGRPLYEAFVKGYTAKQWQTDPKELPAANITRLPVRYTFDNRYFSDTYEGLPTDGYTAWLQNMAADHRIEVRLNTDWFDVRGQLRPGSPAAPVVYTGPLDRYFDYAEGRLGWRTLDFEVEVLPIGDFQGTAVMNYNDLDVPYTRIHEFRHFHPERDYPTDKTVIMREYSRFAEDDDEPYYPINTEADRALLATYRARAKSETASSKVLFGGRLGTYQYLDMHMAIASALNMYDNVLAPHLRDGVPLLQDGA
Vc quorum ag: induces V. cholerae light production without autoinducers | V. cholerae BH1578 lux reporter, luminescence, 6 h | activation, % at 18.7 µM | 350,000 tested, 0.16% active | AID 588436; in the data active means activation mostly above about 9.7%, no sharp cut-off; further: not every result past the cut was called active; inactives centre near 0; reference of the scale not given here
* = called active by the depositor.

`O=C(CCCSc1nc2ccccc2[nH]1)NCc1ccccc1` gave TcdB inh 0.5, FadD28 FP inh -3.2, GDH-TPI counter 0, Yp Topo-I inh 0, PfHsp40 rescue 0.4, FBA Mtb inh -2, BioA inh 1.8, Mtb UGM inh 0.1 and Vc quorum ag -0.6.
For CC(C)=CCC/C(C)=C/C(=O)O the results were TcdB inh -1.4, FadD28 FP inh -1.1, GDH-TPI counter 3, Yp Topo-I inh 0, PfHsp40 rescue -0.2, FBA Mtb inh 5, BioA inh -2.1, Mtb UGM inh 0.9 and Vc quorum ag 0.1.
COc1c(C)cc(C(=O)C2CCCN(C3CCOCC3)C2)cc1C (stereo unspecified) was read as FadD28 FP inh -1.2, GDH-TPI counter 13, Yp Topo-I inh -5, PfHsp40 rescue 1.3, FBA Mtb inh 1, BioA inh 0.1, Mtb UGM inh 2.4 and Vc quorum ag -0.5.
For CC(C)CCn1cnc2c(cnn2-c2ccc(F)cc2)c1=O the results were FadD28 FP inh -1.6, GDH-TPI counter 3, Yp Topo-I inh 1, PfHsp40 rescue 2.3, FBA Mtb inh 2, BioA inh 1.5, Mtb UGM inh -1.9 and Vc quorum ag inactive.
O=C(NCc1ccccc1)C1=C[C@H](c2ccccc2)C[C@H](OCc2ccc(CO)cc2)O1 was read as TcdB inh -2.6, FadD28 FP inh -0.9, GDH-TPI counter -4, Yp Topo-I inh -5, PfHsp40 rescue -1.6, FBA Mtb inh 7, BioA inh -3.8, Mtb UGM inh -0.6 and Vc quorum ag -1.7.
For CCOC(=O)c1ccc(N2CN=C3SCC(=O)N3C2)cc1 the results were FadD28 FP inh -1.5, GDH-TPI counter 17, Yp Topo-I inh 4, PfHsp40 rescue 0.7, FBA Mtb inh 2, BioA inh 0.1, Mtb UGM inh -0.4 and Vc quorum ag -1.4.
N#Cc1ccc(OCC(=O)NCCc2ccccn2)cc1 was read as FadD28 FP inh -1.6, GDH-TPI counter 18, Yp Topo-I inh -7, PfHsp40 rescue -0.6, FBA Mtb inh 3, BioA inh -1.6, Mtb UGM inh 0.5 and Vc quorum ag inactive.
Screening N#CC(=C1Nc2ccccc2N1)S(=O)(=O)c1ccccc1 returned TcdB inh 1.5, FadD28 FP inh -0.7, GDH-TPI counter -5, Yp Topo-I inh -4, PfHsp40 rescue -0.7, FBA Mtb inh 8, BioA inh 0.4, Mtb UGM inh -1.5 and Vc quorum ag -2.8.
Screening Cc1cc(OCc2nc(-c3cccnc3)no2)c(C)cc1Br returned FadD28 FP inh -4.8, GDH-TPI counter -3, Yp Topo-I inh 2, PfHsp40 rescue 0.4, FBA Mtb inh 0, BioA inh -2.0, Mtb UGM inh -1.1 and Vc quorum ag inactive.
Cc1ccc(N=Cc2c(O)n(-c3cc(Cl)ccc3N3CCOCC3)c(=O)c3ccccc23)cc1C was read as FadD28 FP inh -2.7, GDH-TPI counter 8, Yp Topo-I inh 17, PfHsp40 rescue -1.4, FBA Mtb inh 2, BioA inh -0.1, Mtb UGM inh 0.3 and Vc quorum ag 3.4.
`Cc1ccc(Oc2ccccc2/C=C/C(=O)O)cc1` gave FadD28 FP inh -1.4, GDH-TPI counter -8, Yp Topo-I inh 4, PfHsp40 rescue -0.7, FBA Mtb inh 6, BioA inh 1.4, Mtb UGM inh -3.4 and Vc quorum ag inactive.
Screening COc1cc(OC)c(C(=O)NNC(=O)c2ccc(NS(=O)(=O)c3cccs3)cc2)cc1OC returned TcdB inh -0.1, FadD28 FP inh -2.6, GDH-TPI counter 13, Yp Topo-I inh 3, PfHsp40 rescue 0.3, FBA Mtb inh 0, BioA inh -0.7 and Vc quorum ag -0.5.
For CC1=C(C(=O)NC(C)c2ccc3c(c2)OCCO3)C2(CCC(C)CC2)OC1=O (stereo unspecified) the results were TcdB inh 1.5, FadD28 FP inh -5.1, GDH-TPI counter -10, Yp Topo-I inh 1, PfHsp40 rescue -1.1, FBA Mtb inh -4, BioA inh 0.0, Mtb UGM inh -2.6 and Vc quorum ag 0.4.
CCOC(=O)c1nc(C)[nH]c1C(=O)OCC was read as FadD28 FP inh 0.9, GDH-TPI counter -8, Yp Topo-I inh 6, PfHsp40 rescue 0.0, FBA Mtb inh 0, BioA inh 0.5, Mtb UGM inh 2.0 and Vc quorum ag -0.1.
For Cc1nc(SCC(=O)N2CCOCC2)c2c(=O)n(C)c(=O)n(C)c2n1 the results were TcdB inh 0.6, FadD28 FP inh 2.0, GDH-TPI counter 9, Yp Topo-I inh 1, PfHsp40 rescue -0.2, FBA Mtb inh 1, BioA inh 9.3, Mtb UGM inh -0.5 and Vc quorum ag -0.3.
`Clc1ccc(-c2nnc(-c3ccco3)o2)cc1` gave FadD28 FP inh 1.5, GDH-TPI counter 5, Yp Topo-I inh 6, PfHsp40 rescue 1.6, FBA Mtb inh 72*, BioA inh -0.1, Mtb UGM inh 0.4 and Vc quorum ag -3.3.
`OC(C#CCN1CCOCC1)(c1ccccc1)C1CCCC1` (stereo unspecified) gave FadD28 FP inh -2.9, GDH-TPI counter -1, Yp Topo-I inh -2, PfHsp40 rescue -1.6, FBA Mtb inh -1, BioA inh -0.1, Mtb UGM inh -0.8 and Vc quorum ag -7.4.
For CCCCNC(=O)CC1SC(=NCC)N(CC)C1=O (stereo unspecified) the results were FadD28 FP inh -3.2, GDH-TPI counter 2, Yp Topo-I inh 6, PfHsp40 rescue 0.1, FBA Mtb inh 3, BioA inh -0.8 and Mtb UGM inh -1.3.
For OCCn1c(C(F)(F)F)nc2ccccc21 the results were FadD28 FP inh -0.4, GDH-TPI counter 12, Yp Topo-I inh -7, PfHsp40 rescue -0.4, FBA Mtb inh 1, BioA inh -7.6, Mtb UGM inh 0.6 and Vc quorum ag -0.8.
`CCn1cc(S(=O)(=O)c2ccc(C)cc2)c(=O)c2cc(OC)ccc21` gave TcdB inh 2.9, FadD28 FP inh -1.4, GDH-TPI counter 12, Yp Topo-I inh 6, PfHsp40 rescue 2.4, FBA Mtb inh 5, BioA inh 1.9, Mtb UGM inh -2.0 and Vc quorum ag -0.2.

Next section (four carried over from the part before).
`OC(C#CCN1CCOCC1)(c1ccccc1)C1CCCC1` (stereo unspecified) gave FadD28 FP inh -2.9, GDH-TPI counter -1, Yp Topo-I inh -2, PfHsp40 rescue -1.6, FBA Mtb inh -1, BioA inh -0.1, Mtb UGM inh -0.8 and Vc quorum ag -7.4.
For CCCCNC(=O)CC1SC(=NCC)N(CC)C1=O (stereo unspecified) the results were FadD28 FP inh -3.2, GDH-TPI counter 2, Yp Topo-I inh 6, PfHsp40 rescue 0.1, FBA Mtb inh 3, BioA inh -0.8 and Mtb UGM inh -1.3.
For OCCn1c(C(F)(F)F)nc2ccccc21 the results were FadD28 FP inh -0.4, GDH-TPI counter 12, Yp Topo-I inh -7, PfHsp40 rescue -0.4, FBA Mtb inh 1, BioA inh -7.6, Mtb UGM inh 0.6 and Vc quorum ag -0.8.
`CCn1cc(S(=O)(=O)c2ccc(C)cc2)c(=O)c2cc(OC)ccc21` gave TcdB inh 2.9, FadD28 FP inh -1.4, GDH-TPI counter 12, Yp Topo-I inh 6, PfHsp40 rescue 2.4, FBA Mtb inh 5, BioA inh 1.9, Mtb UGM inh -2.0 and Vc quorum ag -0.2.
For CCOC(=O)c1ccccc1NC(=O)COC(=O)CC1CCCCC1 the results were TcdB inh 0.7, FadD28 FP inh -1.0, GDH-TPI counter -7, Yp Topo-I inh 41, PfHsp40 rescue 2.7, FBA Mtb inh 0, BioA inh 1.7, Mtb UGM inh 2.6 and Vc quorum ag -2.9.
O=C(O)c1ccc2c(c1)C(=O)N(c1cccc(-c3nc4ccccc4s3)c1)C2=O was read as TcdB inh -5.5, FadD28 FP inh -0.7, GDH-TPI counter 4, Yp Topo-I inh 16, PfHsp40 rescue 0.0, FBA Mtb inh 3, BioA inh 2.6, Mtb UGM inh 1.8 and Vc quorum ag -0.3.
`CC(=O)[C@@]1(O)CC[C@H]2[C@@H]3C[C@H](C)C4=CC(=O)CC[C@]4(C)[C@H]3CC[C@@]21C` gave TcdB inh -0.3, FadD28 FP inh -1.2, GDH-TPI counter 5, Yp Topo-I inh -3, PfHsp40 rescue 1.7, FBA Mtb inh -1, BioA inh 3.6, Mtb UGM inh 2.4 and Vc quorum ag 4.2.
For CCN(C(=O)COC(=O)c1cc(=O)[nH]c2ccccc12)C1CCS(=O)(=O)C1 (stereo unspecified) the results were TcdB inh 0.6, FadD28 FP inh -4.0, GDH-TPI counter 10, Yp Topo-I inh -3, PfHsp40 rescue 0.9, FBA Mtb inh 2, BioA inh -1.1, Mtb UGM inh -0.6 and Vc quorum ag inactive.
For CCN(CC)c1ccc(S(=O)(=O)N2CCOCC2)cc1NC(=O)COC(=O)c1ccco1 the results were TcdB inh -0.6, FadD28 FP inh -3.7, GDH-TPI counter -9, Yp Topo-I inh 20, PfHsp40 rescue -1.5, FBA Mtb inh 2, Mtb UGM inh 0.0 and Vc quorum ag inactive.
`CCN(CC)C(=O)CSc1nc(-c2ccccc2)ccc1C#N` gave TcdB inh 2.3, FadD28 FP inh -0.4, GDH-TPI counter -2, Yp Topo-I inh 0, PfHsp40 rescue -0.9, FBA Mtb inh 6, Mtb UGM inh -0.2 and Vc quorum ag 1.0.
Screening CCCC(=O)C1=C(O)C(C(=O)OC)C(C)(C)CC1=NC (stereo unspecified) returned FadD28 FP inh -0.3, GDH-TPI counter 0, Yp Topo-I inh 3, PfHsp40 rescue -0.2, FBA Mtb inh 0, BioA inh 0.1, Mtb UGM inh -2.4 and Vc quorum ag -3.2.
For Oc1ccc(-c2csc(Nc3ncccn3)n2)c(O)c1 the results were TcdB inh -2.4, FadD28 FP inh 1.8, GDH-TPI counter 10, Yp Topo-I inh -5, PfHsp40 rescue 0.7, FBA Mtb inh 0, Mtb UGM inh -1.6 and Vc quorum ag -0.3.
COc1cc(OC)cc(-c2noc(-c3csc([C@@H]4C[C@H](O)[C@@H](CO)O4)n3)n2)c1 was read as TcdB inh 1.7, FadD28 FP inh -4.4, GDH-TPI counter 1, Yp Topo-I inh -4, FBA Mtb inh 0, BioA inh -1.9 and Vc quorum ag -0.4.
`CC1=C(C(=O)N(C(C)C)C(C)C)CC(CC(=O)NC2CC2)C(=O)N1Cc1ccc(F)cc1` (stereo unspecified) gave TcdB inh -0.6, FadD28 FP inh -0.9, FBA Mtb inh 4 and BioA inh 0.7.
Cc1nc2ccc(NC(=O)c3c(-c4ccccc4)noc3C)cc2s1 was read as FadD28 FP inh -3.7, GDH-TPI counter 1, Yp Topo-I inh -5, PfHsp40 rescue 0.3, FBA Mtb inh 3, BioA inh 1.8, Mtb UGM inh 0.9 and Vc quorum ag 0.7.
For CN1CCN(C(=O)CSc2cc(=O)n(C)c3ccccc23)CC1 the results were TcdB inh 0.9, FadD28 FP inh -3.4, GDH-TPI counter -3, Yp Topo-I inh -3, PfHsp40 rescue 0.2, FBA Mtb inh 1, Mtb UGM inh 0.8 and Vc quorum ag inactive.
CCC(=O)c1cc2c(C)cc(=O)oc2c(C)c1OC was read as FadD28 FP inh -0.3, GDH-TPI counter 6, Yp Topo-I inh 5, PfHsp40 rescue -0.1, FBA Mtb inh 2, BioA inh 3.0, Mtb UGM inh 0.3 and Vc quorum ag inactive.
CCOC(=O)C1CCN(C(=O)Cc2cccc3ccccc23)CC1 was read as FadD28 FP inh -1.9, GDH-TPI counter 0, Yp Topo-I inh 3, PfHsp40 rescue 3.1, FBA Mtb inh 1, BioA inh -1.0, Mtb UGM inh -0.3 and Vc quorum ag inactive.
Screening CCOC(=O)c1cc(C#N)c(N2CCCC2)nc1-c1ccccc1 returned FadD28 FP inh -5.9, GDH-TPI counter 7, Yp Topo-I inh 44, PfHsp40 rescue -0.4, FBA Mtb inh 21, BioA inh 0.1, Mtb UGM inh 0.9 and Vc quorum ag -0.4.
`CCOC(=O)C1=C(O)CSC1=Nc1ccc(Cl)cc1` gave FadD28 FP inh -1.8, GDH-TPI counter 24, Yp Topo-I inh 4, PfHsp40 rescue -1.0, FBA Mtb inh -3, BioA inh -2.2, Mtb UGM inh 0.4 and Vc quorum ag -3.5.
`c1ccc(CCCc2nc(-c3cccnc3)no2)cc1` gave TcdB inh -0.7, FadD28 FP inh -0.7, GDH-TPI counter -3, Yp Topo-I inh -2, PfHsp40 rescue 1.5, FBA Mtb inh 77*, BioA inh 1.0, Mtb UGM inh 0.3 and Vc quorum ag inactive.

No enrichment for hits; about 4.6% have a hit in one of these screens.
